RNase H inhibition – RNase H inhibition, HIV 1 Gag Pol polyprotein, FRET biochemical assay, screening (AID 372); HIV-1 RT RNase H, FRET RNA/DNA substrate fluorescence; higher % means a stronger effect; one-dose inhibition, % at 10 µM; IC50 in µM for titrated hits; 100,000 tested, 0.77% active; in the data active = inhibition above about 50%
* hit, by the source's call. The list is partial (hit frequency here may not be typical).

SMILES	RNase H inhibition
CCCC/C(C)=N\NC(=O)C(O)c1ccc(Cl)cc1 (stereo unspecified)	0%
CC1=C(C(=O)Nc2ccccc2Cl)C(c2ccccc2Br)NC(=S)N1 (stereo unspecified)	7%
N#CCCn1c(-c2ccccc2)cc2ccccc21	7%
Cc1cc(C)n(C(=O)c2c(C(=O)O)cccc2[N+](=O)[O-])n1	4%
N#Cc1conc1-c1ccc(Br)cc1	2%
O=[N+]([O-])c1ccc(/C=N/NS(=O)(=O)c2ccccc2)cc1	7%
CCOC(=O)c1ccc(NS(=O)(=O)c2ccc(C)c([N+](=O)[O-])c2)cc1	9%
CC(C)(c1ccc(Oc2ccc(C#N)c(C#N)c2)cc1)c1ccc(Oc2ccc(C#N)c(C#N)c2)cc1	11%
C=CCNC(=S)N/N=C/c1ccc(-c2cc(Cl)ccc2Cl)o1	28%
CCOc1ccc(NC(=O)Nc2nnc(C34CC5CC(CC(C5)C3)C4)s2)cc1	6%
Cc1cc(NC(=O)c2ccc(C)c([N+](=O)[O-])c2)ccc1NC(=O)c1ccco1	1%
O=C(Nc1ccccc1)Nc1nnc(-c2ccc(Cl)cc2Cl)s1	25%
CSC1=C(C#N)C(c2ccc(Cl)cc2)C(C(C)=O)=C(C)N1 (stereo unspecified)	2%
Cc1cc(C(=O)Nc2ccccc2Cl)ccc1[N+](=O)[O-]	7%
Cc1cccc(N=C2c3ccccc3C(=O)C2c2cccc(Br)c2)c1 (stereo unspecified)	25%
O=[N+]([O-])c1ccc(CSc2nnc(-c3ccccc3)c(-c3ccccc3)n2)cc1	14%
Cc1c(NC(=O)c2ccccc2N)cccc1C(=O)O	7%
COc1cc(CN2CCN(C3CCCCC3)CC2)cc(OC)c1OC	0%
CCOC(=O)c1c(-c2ccc(Cl)cc2)csc1NC(=O)c1ccco1	0%
COc1ccc(NC(=O)c2c(NC(=O)c3ccccc3Cl)sc3c2CCCCC3)cc1	7%
CCOC(=O)c1c(NC(=S)Nc2ccc(OC)cc2)sc2c1CC(C)(C)OC2	12%
O=C(Nc1nc(-c2ccc(Cl)cc2)cs1)C(F)(F)F	1%
COC(=O)CN1C(=O)C(=Cc2cccc(OCc3ccccc3)c2)SC1=S	15%
CC(C)=C1C2C=CC1C1C(=O)N(c3ccc(Cl)cc3[N+](=O)[O-])C(=O)C21 (stereo unspecified)	4%
Cc1ccc(CN2CCN(C/C=C/c3ccccc3)CC2)cc1	3%

Structural class, the entries above with four or more nitrogen atoms.
SMILES	RNase H inhibition
CC(C)(c1ccc(Oc2ccc(C#N)c(C#N)c2)cc1)c1ccc(Oc2ccc(C#N)c(C#N)c2)cc1	11%
CCOc1ccc(NC(=O)Nc2nnc(C34CC5CC(CC(C5)C3)C4)s2)cc1	6%
O=C(Nc1ccccc1)Nc1nnc(-c2ccc(Cl)cc2Cl)s1	25%
O=[N+]([O-])c1ccc(CSc2nnc(-c3ccccc3)c(-c3ccccc3)n2)cc1	14%

Remaining list, next part:
SMILES	RNase H inhibition
O=C(NCCCCc1ccccc1)c1sc2ccccc2c1Cl	21%
CCOC(=O)N1CCN(C(=O)C2CCN(Cc3cccc(OCc4ccccc4)c3)CC2)CC1	10%
COc1ccccc1N1CCN(C(=O)c2ccccc2I)CC1	13%
COc1cccc(NC(=O)c2ccc([N+](=O)[O-])c(C)c2)c1	7%
C#CCOc1c(I)cc(C2C3=C(CC(C)(C)CC3=O)OC3=C2C(=O)CC(C)(C)C3)cc1OC	4%
CC1(C)Cc2c(ccc3ccccc23)C(CCN2CCCCC2)=N1	6%
O=C(CSc1nnnn1-c1ccccc1)Nc1nccs1	7%
C=CCc1cc(/C=C2\C(=O)NC(=O)N(c3ccc(C)cc3)C2=O)cc(OCC)c1O	17%
CCCC1CCC(c2ccc(C(=O)NNC(=O)c3ccc(C4CCC(CCC)CC4)cc3)cc2)CC1 (stereo unspecified)	5%
Cc1ccc(-c2ccccc2)n1-c1ccccc1C(=O)O	12%
CN1C(=O)/C(=C2\SC(=S)N(CCc3ccccc3)C2=O)c2ccccc21	0%
CC(C)(C)c1ccc(C(=O)N/N=C/c2ccncc2)cc1	2%
CCOc1ccc(-n2nc3ccc(NC(=O)c4cc(Cl)ccc4OC)cc3n2)cc1	33%
O=C(C1=C(O)C(=O)N(c2nncs2)C1c1ccc(Cl)cc1)c1cccs1 (stereo unspecified)	8%
COc1ccc(-c2cn3ccc4ccccc4c3n2)cc1OC	9%
O=[N+]([O-])c1cc([N+](=O)[O-])c2nonc2c1Nc1ccc(Cl)c(C(F)(F)F)c1	6%
COC(=O)c1ccc(C(=O)Nc2cc(Cl)ccc2Cl)cc1NC(=O)c1cc2cccc(O)c2cc1O	34%
CCOC(=O)C1=C(C)NC(=S)NC1c1ccc(OC(C)C)cc1 (stereo unspecified)	10%
Cc1[nH]n(-c2nc(-c3cccc([N+](=O)[O-])c3)cs2)c(=O)c1N=Nc1ccc(Cl)c(Cl)c1	12%
CCOC(=O)Cn1c(C)nc2c(C(=O)OCC)sc(C)c2c1=O	7%
COc1ccc(S(=O)(=O)n2cnc3ccccc32)cc1OC	44%
O=C(CN1C(=O)S/C(=C/c2ccccc2F)C1=O)Nc1cccc(O)c1	6%
C=CCNC(=O)CCCOc1ccc(Cl)cc1Cl	4%
COc1ccc(-c2c(C#N)c(N)n3c(nc4ccccc43)c2C#N)cc1OC	14%
S=C(Nc1ccc(Cl)c(Cl)c1)N1CCN(Cc2ccccc2)CC1	0%

Additional results follow:
SMILES	RNase H inhibition
COC(=O)C1=C(C(=O)OC)SC(=C2C(=S)C(C)(C)N(C(=O)/C=C/c3ccc(OC)cc3)c3ccc(C)cc32)S1	22%
O=C(Nc1ccc(I)cc1Cl)c1ccccc1[N+](=O)[O-]	14%
CCCCOc1ccc(C(=O)NC(=S)Nc2ccc(N(CC)CC)cc2)cc1	29%
c1ccc(C2CCC(N3CCN(C4CCCC4)CC3)CC2)cc1 (stereo unspecified)	5%
CN(C)c1ccc(C2/C(=C(\O)c3ccc(Br)cc3)C(=O)C(=O)N2C)cc1 (stereo unspecified)	2%
CC(C)COC1CS(=O)(=O)CC1OCC(C)C (stereo unspecified)	5%
CCOC(=O)NC(Nc1ccc(F)cc1)C(Cl)(Cl)Cl (stereo unspecified)	21%
CCOc1cc(/C=C2\SC(=S)N(Cc3ccco3)C2=O)ccc1O	33%
O=C(/C=C/c1ccccc1OCc1ccccc1)c1ccc(Br)cc1	6%
COc1ccc(NC(=O)Cc2ccc(Br)cc2)c([N+](=O)[O-])c1	27%
CCOC(=O)c1sc(/N=C/c2c(C)[nH]n(-c3ccccc3)c2=O)c(C(=O)OCC)c1C	9%
CCCc1nccn1S(=O)(=O)c1ccc(Br)c2ccccc12	3%
O=C1NC(=S)/C(=C\c2ccccc2)S1	13%
CSCCOC(=O)C1=C(C)NC(=O)NC1c1ccc([N+](=O)[O-])cc1 (stereo unspecified)	22%
CCOc1cc(C(=O)Nc2ncccc2Cl)cc(OCC)c1OCC	8%
CN(C)c1ccc(/C=N/Nc2nc3ccccc3s2)cc1	19%
CCCC(=O)Nc1ccc2oc(-c3ccc(OC)c(Cl)c3)nc2c1	22%
CC1=C(C(=O)Nc2ccccc2)C(c2ccco2)N2C(=O)CSC2=N1 (stereo unspecified)	20%
O=C(Nc1ccc(-c2cn3ccccc3n2)cc1)c1cccc(Br)c1	19%
O=C1C(C=Nc2cccc(F)c2)=C(O)c2ccccc21	4%
COc1ccc(C(=O)N2N=C3CC(C)(C)OCC3C2c2ccc(OC)cc2)cc1 (stereo unspecified)	10%
CCOC(=O)C1=C(C)OC(N)=C(C#N)C1c1ccc(OC)c(C)c1OC (stereo unspecified)	5%
COc1cc(/C=C2\C(=O)NC(=O)N(c3ccc(C)c(C)c3)C2=O)ccc1OCC(=O)O	2%
O=[N+]([O-])c1cnc(Nc2cccc(O)c2)c([N+](=O)[O-])c1	7%
COc1ccc2c(c1)CCC1C2=NN(/C(C)=C/C(C)=O)C1c1ccccc1 (stereo unspecified)	9%

By substructure: the entries above with two or more sulfur atoms
SMILES	RNase H inhibition
CCOC(=O)c1c(NC(=S)Nc2ccc(OC)cc2)sc2c1CC(C)(C)OC2	12%
COC(=O)CN1C(=O)C(=Cc2cccc(OCc3ccccc3)c2)SC1=S	15%
O=C(CSc1nnnn1-c1ccccc1)Nc1nccs1	7%
CN1C(=O)/C(=C2\SC(=S)N(CCc3ccccc3)C2=O)c2ccccc21	0%
O=C(C1=C(O)C(=O)N(c2nncs2)C1c1ccc(Cl)cc1)c1cccs1 (stereo unspecified)	8%
COC(=O)C1=C(C(=O)OC)SC(=C2C(=S)C(C)(C)N(C(=O)/C=C/c3ccc(OC)cc3)c3ccc(C)cc32)S1	22%
CCOc1cc(/C=C2\SC(=S)N(Cc3ccco3)C2=O)ccc1O	33%
O=C1NC(=S)/C(=C\c2ccccc2)S1	13%

Next part:
SMILES	RNase H inhibition
CCOC(=O)C1=C(C)N(c2ccc(C)cc2)C(=O)/C1=C\c1cccc(OC)c1O	22%
COc1ccc(N2CC(C(=O)N/N=C/c3c(Cl)cccc3Cl)CC2=O)cc1 (stereo unspecified)	30%
CC(=O)Nc1ccc(N=Cc2ccncc2)cc1	1%
Oc1ccccc1N=Cc1c(O)c(I)cc2oc3c(c12)CCCC3	14%
O=C(Nc1ccccc1)C(=O)Nc1ccc(F)cc1	0%
N/C(=N\N=C\c1ccc(O)cc1O)c1nonc1N	10%
CCCCCOC(=O)C1=C(C)NC2=C(C(=O)CCC2)C1c1cc(Br)c(O)c(OC)c1 (stereo unspecified)	16%
O=C(/C=C/c1ccc(N2CCOCC2)cc1)c1ccccc1	6%
Nc1nnc(COc2ccc(Br)cc2)s1	5%
COc1ccccc1NC(=O)/C(=C/c1cccc([N+](=O)[O-])c1)NC(=O)c1ccccc1	13%
O=[N+]([O-])c1cccc2c(S(=O)(=O)NCCCN(CCO)CCO)cccc12	27%
O=C1c2ccccc2C(=O)N1CNc1ccc(Cc2ccc(NCN3C(=O)c4ccccc4C3=O)cc2)cc1	17%
CCc1c(C)sc(NC(=O)c2ccccc2[N+](=O)[O-])c1C(=O)OC	11%
COc1ccc(CCNC(=O)CCc2ccccc2O)cc1OC	3%
CCOC(=O)c1c(NC(=S)NC(=O)c2ccc(OC)cc2)sc2c1CCCCC2	11%
Cc1ccc(OCCOCCOc2ccc(/C=C3/C(=N)N4N=C(C(C)C)SC4=NC3=O)cc2)cc1	4%
Cc1ccc(-c2csc(/C(C#N)=C/c3ccc(I)cc3)n2)c(C)c1	11%
O=C(Oc1ccc(NS(=O)(=O)c2ccc3ccccc3c2)cc1)c1ccccc1	22%
CC(C)Oc1ccc(C=C2C(=O)NC(=O)NC2=O)cc1	0%
Cc1ccc(N2C(=O)NC(=O)/C(=C/c3ccc(-c4ccc(F)cc4)o3)C2=O)cc1	7%
O=C(N/N=C/c1c[nH]c2ccccc12)c1cccc([N+](=O)[O-])c1	6%
C/C(CC(=O)NC12CC3CC(CC(C3)C1)C2)=N\NC(=O)c1ccccc1Cl	6%
CC(=O)OC1=NN(c2ccccc2)CC1	12%
O=C(Cc1ccccc1)Nc1ccc2nn(-c3ccc(F)cc3)nc2c1	14%
CC(C)(C)NC(=O)c1cc(-c2ccc(Cl)cc2)nc2ccccc12	4%

Next section:
SMILES	RNase H inhibition
Cc1cccc(OCC(=O)Nc2ccc(S(=O)(=O)Nc3nccs3)cc2)c1C	9%
CCOC(=O)C1=C(C)N=c2s/c(=C\c3ccc(OCc4ccc(Cl)cc4)c(OCC)c3)c(=O)n2C1c1ccccc1 (stereo unspecified)	7%
O=c1/c(=C/c2ccc(Cl)cc2)sc2nc3cc(Br)cnc3n12	13%
C=C(C)C1CC=C(C)/C(=N/NC(N)=O)C1 (stereo unspecified)	12%
COc1ccc(CSCC(=O)NC2CCCCC2)cc1	3%
CN(C)c1ccc(C(=S)N2CCCCC2)cc1	13%
COc1ccc(CN(CCC(c2ccccc2OC)C2CCOC(C)(C)C2)C(=O)c2ccco2)cc1 (stereo unspecified)	13%
OC(CNCc1ccccc1)(c1ccc(Cl)cc1)c1ccc(Br)cc1 (stereo unspecified)	0%
O=C(c1ccc(-c2ccccc2)cc1)N1CCN(C2CC3CCC2C3)CC1 (stereo unspecified)	11%
Cc1c(C(=O)Nc2ccc3oc(-c4cccnc4)nc3c2)oc2ccccc12	15%
Cc1cccc(OCC(=O)N/N=C/c2ccc(OC(=O)c3ccc([N+](=O)[O-])cc3)cc2)c1	7%
O=C(Nc1ccccc1O)c1ccc([N+](=O)[O-])cc1	8%
O=C(OCc1ccc2c(c1)OCO2)c1ccc(S(=O)(=O)N2CCOCC2)cc1	11%
COc1cc(/C=c2\sc3nc4ccccc4n3c2=O)cc(Cl)c1OCCCOc1ccccc1	22%
CC(=O)c1ccc(N2C(=O)CC(N3CCN(c4ccccn4)CC3)C2=O)cc1 (stereo unspecified)	11%
CCOc1cccc(OCCOc2cccc(C)c2)c1	22%
COc1cc(/C=C2\SC(=S)N(c3ccc([N+](=O)[O-])cc3)C2=O)ccc1OC(=O)C12CC3CC(CC(C3)C1)C2	4%
Cc1cc(-n2c(C)cc(/C=C(/C#N)C(=O)Nc3ccc(F)cc3)c2C)ccc1I	13%
CN(C)c1c(Cl)cnn(-c2ccccc2)c1=O	5%
COCC(C)NS(=O)(=O)c1ccccc1 (stereo unspecified)	6%
O=C(Nc1cc(C(F)(F)F)ccc1Cl)c1ccc(Cl)cc1Cl	16%
Cc1ccc(S(=O)(=O)NCc2nnc(NC(=O)c3ccc(Br)cc3)s2)cc1	7%
N#Cc1c(-c2ccccc2)cc(-c2ccc(Br)cc2)nc1N	6%
O=C(NCc1ccc(Cl)c(Cl)c1)c1ccc(Br)cc1	4%
Cc1cc(Br)ccc1NC(=O)CCCOc1ccc(Cl)cc1Cl	1%
O=[N+]([O-])c1cc(C(F)(F)F)ccc1NCCNC(=S)Nc1ccc(Cl)cc1	1%

Reformatted as a markdown table: 3 of the compounds above.
| Structure | RNase H inhibition |
| --- | --- |
| Cc1cccc(OCC(=O)N/N=C/c2ccc(OC(=O)c3ccc([N+](=O)[O-])cc3)cc2)c1 | 7% |
| COc1cc(/C=c2\sc3nc4ccccc4n3c2=O)cc(Cl)c1OCCCOc1ccccc1 | 22% |
| Cc1cc(-n2c(C)cc(/C=C(/C#N)C(=O)Nc3ccc(F)cc3)c2C)ccc1I | 13% |

From PubChem
